Gli-Sufu block: blocks Gli-Sufu signaling in a luciferase reporter; AID 588413; inhibition, % at 5 µM; Sufu-KO-LIGHT fibroblasts, Gli luciferase reporter luminescence; 340,000 tested, 0.74% active;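 active = inhibition above about 55%, limit read from the data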;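 note: 0% = DMSO-treated cells and 100% = wells with medium but no cells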
ATG4B inhibitor: blocks human ATG4B protease cleavage of LC3 substrate; inhibition, % at 8.33 µM; 340,000 tested, 0.51% active; ATG4B cleavage of LC3-PLA2, NBD-HPC fluorescence, 1 h; Q9Y4P1; AID 504462; in the data active = inhibition above about 40%
UBC13 inh: blocks human UBC13 polyubiquitin chain formation; TR-FRET; P61088; inhibition, % at 20 µM; AID 485273; 330,000 tested, 0.47% active; in the data active = inhibition above about 45%, passing the limit was not always enough
Target sequence (P61088 whole entry, looked up): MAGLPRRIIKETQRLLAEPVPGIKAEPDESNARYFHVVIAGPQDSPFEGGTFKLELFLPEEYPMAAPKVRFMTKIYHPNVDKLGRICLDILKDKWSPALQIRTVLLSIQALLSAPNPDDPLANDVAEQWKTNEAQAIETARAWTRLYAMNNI
EBI2 block: EBI2 (human) antagonism. P32249. EBI2 beta-arrestin recruitment, luminescence, 7a,25-OHC stimulated. inhibition, % at 5 µM. 360,000 tested, 0.81% active; in the data active = inhibition above about 38%;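 note: enzyme fragment complementation signal reports receptor beta-arrestin coupling in cells; 0% = agonist plus DMSO wells and 100% = wells without agonist; some results beyond the cut were filed as inactive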
APJ ag: APJ receptor agonism | P35414 | CHO-K1 APJ PathHunter beta-arrestin, luminescence; 0% DMSO wells, 100% apelin | activation, % at 20 µM | 330,000 tested, 0.11% active | AID 2520;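 active = activation more than six SD over the plate average, tested at 20 µM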;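 note: 0% = DMSO alone and 100% = apelin-13 at 10 nM; some results filed as inactive read as strong as hits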
Target sequence (P35414 whole entry, looked up): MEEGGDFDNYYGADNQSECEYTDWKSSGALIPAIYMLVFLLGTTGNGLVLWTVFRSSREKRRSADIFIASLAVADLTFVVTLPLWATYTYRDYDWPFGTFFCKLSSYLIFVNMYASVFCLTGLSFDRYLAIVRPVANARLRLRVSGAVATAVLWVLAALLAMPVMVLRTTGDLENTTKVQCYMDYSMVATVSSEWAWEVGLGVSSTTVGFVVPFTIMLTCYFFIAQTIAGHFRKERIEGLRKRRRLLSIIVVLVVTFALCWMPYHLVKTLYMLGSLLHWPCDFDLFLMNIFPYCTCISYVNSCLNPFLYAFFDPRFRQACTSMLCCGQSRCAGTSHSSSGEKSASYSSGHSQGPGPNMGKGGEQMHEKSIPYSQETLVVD
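Test system: CHO-K1 APJ beta-arrestin complementation cell line. Amount: cell density 1000 per well. Controls: DMSO negative, 10 nM Apelin-13 positive. Signal: luminescent beta-gal fragment complementation, chemiluminescent substrate. Read-out basis: agonist-driven arrestin binding to APJ. Timing: compound stimulation 90 min at 25 °C, detection 60 min.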
APJ antagonist: antagonists of human APJ apelin receptor; 330,000 tested, 0.32% active; P35414; CHO-K1 APJ beta-arrestin complementation, luminescence; inhibition, % at 20 µM; AID 2521;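 active = inhibition above about 40% at 20 µM, limit read from the data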;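 note: cells challenged with 10 nM apelin-13 agonist together with compound; plate controls were apelin-13 plus DMSO wells for no effect and DMSO wells lacking apelin-13 for full effect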
CXCR6 block: blocks human CXCR6 beta-arrestin recruitment; O00574; CHO-K1 PathHunter CXCR6 beta-arrestin, luminescence; inhibition, % at 20 µM; 360,000 tested, 0.36% active; AID 602244; in the data active = inhibition above about 34%, passing the limit was not always enough;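 note: antagonist mode with CXCL16 agonist at 10 nM final; 0% = 10 nM CXCL16 with DMSO and 100% = unstimulated wells without agonist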
Target sequence (O00574 whole entry, looked up): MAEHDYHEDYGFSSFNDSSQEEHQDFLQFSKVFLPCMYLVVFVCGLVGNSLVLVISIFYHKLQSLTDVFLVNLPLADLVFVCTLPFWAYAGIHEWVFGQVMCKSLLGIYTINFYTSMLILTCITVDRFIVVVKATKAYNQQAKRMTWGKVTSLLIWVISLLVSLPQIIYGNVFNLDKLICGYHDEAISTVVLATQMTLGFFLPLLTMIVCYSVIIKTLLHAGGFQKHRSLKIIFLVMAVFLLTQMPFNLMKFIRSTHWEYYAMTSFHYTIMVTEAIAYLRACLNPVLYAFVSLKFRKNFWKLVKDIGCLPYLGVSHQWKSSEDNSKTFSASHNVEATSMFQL
CCR6 antagonist: antagonists of human CCR6 receptor; CHO-K1 CCR6 PathHunter beta-arrestin, luminescence, CCL20-stimulated; inhibition, % at 20 µM; 340,000 tested, 0.49% active; AID 493098;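 active = compounds whose inhibition of the agonist-driven luminescence signal at 20 µM reaches about 50%, limit read from the data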;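 note: cells stimulated with CCL20 at 14 nM final; plate controls were DMSO with CCL20 for no effect and DMSO without agonist for full effect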
The depositor's hits bear a star; / = no result given.

SMILES	Gli-Sufu block	ATG4B inhibitor	UBC13 inh	EBI2 block	APJ ag	APJ antagonist	CXCR6 block	CCR6 antagonist
COc1ccc(/C=C2/C(=N)N3N=C(CC(=O)N4CCCC4)SC3=NC2=O)cc1OC	-10.0	0.9	-10.7	-11.7	0.4	10.6	12.2	9.3
O=C(c1ccc2c(c1)OCO2)C1CCCN(C(=O)NCc2ccccc2)C1 (centres undefined)	-0.9	2.1	8.5	11.5	-2.5	-0.9	0.3	7.2
O=C(Nc1ncc(Cc2cc(Cl)ccc2Cl)s1)c1ccc([N+](=O)[O-])cc1	10.2	0.0	3.0	11.6	-5.4	6.3	15.6	15.9
Brc1ccc(-c2nnc(-c3ccc4c(c3)OCO4)o2)o1	-26.6	0.8	-1.9	-3.0	-2.9	-2.8	6.6	11.2
CCOc1ccc(CCNC(=O)C(C)n2nc(C)n3c(cc4occc43)c2=O)cc1OCC (centres undefined)	-8.2	-9.8	-4.5	7.1	-4.7	-5.8	0.0	5.7
Cc1ccc(Nc2nc(-c3ccc(F)cc3)cs2)nc1	-80.7	-1.5	0.0	7.0	1.4	-23.1	-6.0	-16.5
COc1ccccc1[C@@H]1C(c2cccc(C)c2)=NN(c2ccc(Br)cc2)[C@H]1C(=O)N1CCOC1=O	-3.6	-4.2	/	7.8	/	/	4.8	5.2
O=C(O)CCS(=O)(=O)c1ccc(-c2ccccc2)cc1	-9.1	-6.0	1.9	-2.2	-3.1	0.5	3.6	11.0
CCN(CC)S(=O)(=O)c1cccc(C(=O)NCC(c2ccccc2)N(C)C)c1 (centres undefined)	9.4	-5.0	-2.0	7.6	-2.3	-13.1	-5.6	20.8
CC(=O)C1=C(O)C(=O)N(c2ccc(Br)cc2)C1c1cccc([N+](=O)[O-])c1 (centres undefined)	-5.6	-5.4	-0.2	-9.3	-2.4	-17.1	-4.4	11.2
O=C(NCc1ccco1)/C(=C/c1ccc(Cl)cc1)NC(=O)c1ccco1	-19.3	-17.7	2.9	-3.2	-2.5	2.6	9.5	10.0
CCOc1ccc(C2=Nn3c(nnc3-c3ccccn3)SC2)cc1	3.3	-14.9	0.7	4.0	1.1	10.5	10.2	9.8
CN(C(=O)CSc1n[nH]c(=O)[nH]c1=O)c1ccccc1	0.7	-1.0	4.8	2.9	-1.8	3.2	5.3	9.2
Cc1c(CC(=O)NCCC(=O)O)c(=O)oc2cc3oc4c(c3cc12)CCCC4	7.0	3.6	0.9	-1.3	-2.5	-4.4	0.7	2.9
CC1CCc2c(sc(/N=C/c3cccnc3)c2C(N)=O)C1 (centres undefined)	-12.7	-2.9	3.8	-16.5	-0.2	0.8	-24.1	-5.6
Cc1ccc(CNC(=O)c2ccc(N3CCC4(CC3)CC(c3cccc(Br)c3)=NO4)c(NC(=O)c3ccc(Cl)c([N+](=O)[O-])c3)c2)cc1	-2.9	-4.8	-24.5	21.8	-2.0	1.7	-1.4	12.6
COc1ccc(NC(=O)c2cccc(NC(=O)C3C4CC5OC(=O)C3C5C4)c2)c(OC)c1 (centres undefined)	-3.2	-1.3	0.2	-1.3	-3.5	-16.0	-6.7	-16.1
CC(/C=N/NC(=S)Nc1cccc(S(=O)(=O)N(C)C)c1)c1ccccc1 (centres undefined)	5.5	-13.5	3.4	4.9	1.2	8.8	0.3	7.2
COCc1cc(C)nc(SCC(=O)Nc2ccc(C)c(C)c2)c1C#N	-21.0	-9.1	13.7	12.5	3.4	-0.4	6.8	3.6
CSc1ccc(-c2sc(Nc3ccccc3)n[n+]2-c2ccc(F)cc2)cc1	36.9	-12.6	1.2	/	2.4	-42.3	/	21.1

Compounds listed so far containing a COOH group, in the order listed:
SMILES	Gli-Sufu block	ATG4B inhibitor	UBC13 inh	EBI2 block	APJ ag	APJ antagonist	CXCR6 block	CCR6 antagonist
O=C(O)CCS(=O)(=O)c1ccc(-c2ccccc2)cc1	-9.1	-6.0	1.9	-2.2	-3.1	0.5	3.6	11.0
Cc1c(CC(=O)NCCC(=O)O)c(=O)oc2cc3oc4c(c3cc12)CCCC4	7.0	3.6	0.9	-1.3	-2.5	-4.4	0.7	2.9

Looked up by compound from the list above, three records:
SMILES	Gli-Sufu block	ATG4B inhibitor	UBC13 inh	EBI2 block	APJ ag	APJ antagonist	CXCR6 block	CCR6 antagonist
O=C(O)CCS(=O)(=O)c1ccc(-c2ccccc2)cc1	-9.1	-6.0	1.9	-2.2	-3.1	0.5	3.6	11.0
CC1CCc2c(sc(/N=C/c3cccnc3)c2C(N)=O)C1 (centres undefined)	-12.7	-2.9	3.8	-16.5	-0.2	0.8	-24.1	-5.6
Brc1ccc(-c2nnc(-c3ccc4c(c3)OCO4)o2)o1	-26.6	0.8	-1.9	-3.0	-2.9	-2.8	6.6	11.2

Further compounds follow.
SMILES	Gli-Sufu block	ATG4B inhibitor	UBC13 inh	EBI2 block	APJ ag	APJ antagonist	CXCR6 block	CCR6 antagonist
Cc1nnc(SCC(=O)NCc2ccco2)n1Cc1ccccc1	0.0	-2.7	-5.7	5.7	-1.4	-3.1	1.4	1.9
COc1ccccc1N1CCN(CC(=O)Nc2ccc(C)c(F)c2)CC1	-3.1	2.2	-2.2	7.6	-3.6	13.6	-6.9	-7.6
CC(/C=N/NC(=O)CSc1nc2ccccc2n1C)=C\c1ccco1	8.0	-6.2	-16.0	4.2	-1.2	4.9	-13.3	6.4
Cc1nc2sc(C(c3cccs3)N3CCN(c4cccc(Cl)c4)CC3)c(O)n2n1 (centres undefined)	1.7	-29.6	2.9	2.8	2.4	6.4	3.0	-3.4
CN1CCN(S(=O)(=O)c2cccc(C(=O)N3CCN(c4ccccc4)CC3)c2)CC1	1.4	-0.7	10.9	-11.7	-0.5	-7.0	-1.7	0.9
COc1cc(OC)cc(-c2c(-c3cccs3)c3cc(-c4ccc(OC)cc4F)ccc3n2C)c1	-15.0	-4.9	38.9	-23.1	1.8	-13.6	-9.9	8.6
O=C(O)c1ccc(-n2c(-c3cc(-c4ccco4)[nH]n3)n[nH]c2=S)cc1	-5.8	5.5	-7.1	2.0	-1.0	-10.7	-14.1	13.0
Fc1ccc2c(c1)[C@H]1OCC[C@H]1[C@@H](c1ccco1)N2	0.2	-1.8	-0.8	12.2	-2.9	9.7	-9.5	14.1
COc1cc(/C(C)=N/NC(=S)NC(C)C)cc(OC)c1OC	15.1	1.2	1.7	-9.2	0.0	9.7	1.2	11.7
COc1cc2cc(C)c3nnc(SCC(=O)Nc4cc(C)on4)n3c2cc1OC	3.5	-3.8	-0.3	-7.8	-2.1	-12.4	-0.9	3.7
C#CC1(NC(=O)NCCCC)CCCCC1	-1.3	-6.4	6.4	4.5	-1.1	0.8	-12.2	-4.8
C[C@H]1CN=C(N(C)C)N1CCCC1CCCCC1	19.3	2.8	1.4	-12.1	-0.5	28.2	-3.7	7.5
Cc1cccc(OCc2nnc(SCC(=O)NCC3CCCO3)n2C)c1 (centres undefined)	-11.4	-0.5	6.1	4.2	-1.8	18.2	-2.7	20.6
Cn1nnnc1SCC(=O)c1cccs1	-20.6	8.3	-1.1	-1.7	-1.8	-8.2	2.4	10.2
Cc1ccc(S(=O)(=O)N2CCOCC2)cc1NC(=O)COC(=O)CCOc1ccc(C(C)(C)C)cc1	1.1	-3.2	3.9	4.6	-1.9	7.0	3.3	11.2
CCc1nc2ccccc2n1CC1CC1(Cl)Cl (centres undefined)	19.7	4.7	-2.5	10.4	0.6	-9.0	-0.5	-5.8
COc1cc(NC(=S)Nc2ccc(S(=O)(=O)N3CCOCC3)cc2)cc(OC)c1OC	-0.5	-10.0	-7.5	-14.3	-5.2	3.9	4.3	6.4
CCOC(=O)c1[nH]c2ccc(F)cc2c1NC(=O)CN1CCN(C/C=C/c2ccccc2)CC1	-17.4	-15.2	16.8	24.3	-1.2	-3.2	-1.4	14.9
COc1ccc(NC(=O)c2c(C)nn(-c3ccccc3)c2Cl)cc1	15.3	5.3	5.4	-1.2	-1.3	10.0	-0.7	-0.9
Cn1c2cc(C#N)sc2c2cnn(Cc3ccc(F)cc3)c(=O)c21	-4.5	-0.4	16.2	-11.1	-2.5	-7.2	1.4	12.2
O=C(Nc1c2c(nn1-c1ccccc1)CS(=O)(=O)C2)c1cc2ccccc2o1	-16.1	-1.7	-10.8	15.2	-2.3	1.6	6.4	19.3
O=C(NNc1ccccc1F)c1ccccc1	6.5	-9.9	-0.8	-22.5	-1.3	-4.3	-0.3	4.1
CC1(c2nnc(Cc3ccccc3)o2)CC(c2ccc(OC(F)(F)F)cc2)=NO1 (centres undefined)	-0.3	-1.9	-3.0	-4.0	4.8	1.2	1.6	19.1
COc1ccc(CC(=O)OC(C)C(=O)NC2CCCCC2C)cc1 (centres undefined)	-0.6	-6.6	-0.9	-1.8	2.5	10.1	-12.9	5.9
CC1(C)CC(=O)C2=C(C1)NC(=O)NC2c1ccccc1 (centres undefined)	-0.9	0.2	-17.3	-3.2	-1.6	13.6	8.8	-0.1
CC(=O)Nc1ccc(SCC(=O)NC(=O)c2ccc(S(=O)(=O)N(C)C)cc2)cc1	-14.3	-2.5	1.5	-7.5	-0.5	4.1	-7.8	-12.1
Cn1cnc(C(=O)NCc2ccccc2)c1C(=O)NCc1ccccc1	8.8	5.6	4.4	-1.4	2.3	6.1	2.2	4.3
Cc1cccc(CCNC(=O)c2nnc(Cc3ccc(Cl)cc3)o2)c1	-0.6	4.5	7.2	32.9	-2.7	-77.3	-5.3	10.1
CCCCN(C(=O)C1CC(=O)N(Cc2ccc(C)cc2)C1)c1c(N)n(CCCC)c(=O)[nH]c1=O (centres undefined)	-13.5	-9.9	-1.5	5.7	8.7	16.9	1.3	-7.6
COC(=O)C1C(c2ccccc2)C(C(=O)OCc2ccco2)C1c1ccccc1 (centres undefined)	-4.1	20.6	0.2	24.4	-0.8	12.6	9.5	0.2
Cc1ccc(N2C(=O)CC(NNc3nc4ccccc4s3)C2=O)cc1 (centres undefined)	1.6	26.9	10.8	-5.5	-2.1	10.6	-3.8	-3.9
O=C1c2ccccc2C(=O)C1c1ccncc1	-46.0	-11.1	-25.7	4.9	-0.4	-11.6	1.9	15.9
CCOC(=O)C1CCCN(C(=O)COc2ccc(C(=O)c3ccccc3)cc2)C1 (centres undefined)	-3.2	-8.7	6.7	-6.6	-0.3	-11.4	1.9	11.8
c1ccc(-c2cn(-c3ccccc3)c3[n+]2CCCS3)cc1	68.2*	1.5	-5.4	-2.2	0.0	0.3	-0.9	-1.8
O=C(/C=C/c1ccccc1)NC(=S)NNS(=O)(=O)c1ccccc1	-1.3	-9.6	-40.2	-6.6	-1.8	-3.0	-3.8	-13.8
CCc1ccc(CNC(=O)C2CCCN(c3nn4c(=O)cc(C)nc4s3)C2)cc1 (centres undefined)	3.5	-9.6	3.6	3.9	-3.5	8.3	0.0	7.0
O=C(CSc1ccc(F)cc1)N1CCN(S(=O)(=O)c2ccccc2)CC1	-4.7	-15.9	-12.0	28.3	-1.0	18.4	-6.7	4.4
COc1ccc2oc(C(=O)OCC(=O)Nc3ccccc3)c(C)c2c1	-9.4	-9.8	7.5	-10.9	2.6	-48.1	0.0	5.2
Cc1ccc(Nc2ccc([N+](=O)[O-])ccc2=O)cc1	3.8	11.4	-62.2	35.0	9.5	-8.7	-0.5	6.0
COc1ccccc1NC(=O)c1c(Nc2ccccc2C)sc(C(=O)Nc2cccc(Cl)c2)c1N	8.0	39.5	-29.4	20.7	-1.0	4.4	-1.8	20.0
CCCCC(CC)C(=O)Nc1cc(=O)[nH]c2nc3ccccc3n12 (centres undefined)	9.8	2.0	-1.1	-0.5	-3.3	14.2	-4.8	4.2
COc1ccc(Cc2nnc(SCC(=O)N(c3ccccc3)C(C)C)n(N)c2=O)cc1	2.0	-22.1	-2.4	-4.4	5.1	2.9	-8.5	10.2
Cc1ccc(S(=O)(=O)N2CN(CC3CCCO3)c3nc4ccccc4nc32)cc1 (centres undefined)	-7.1	-11.7	-7.5	-8.5	-1.8	-2.8	3.4	12.2
O=C(NCCN1CCCCC1)Nc1ccccc1Cl	0.4	-1.0	-3.4	6.4	-1.7	-16.2	4.7	1.9

Screening results as filed in PubChem BioAssay.
